# Tau fluor cs = counter-screen for tau fibril formation inhibitors. tau K18 P301L Alexa594 fluorescence, heparin fibrillization. 280,000 compounds, 0.93% hits. Potency, µM (top dose mostly 57.7 µM), for inactives: at the highest dose activity change, negative = decrease; note: % is set by controls: 0 for no effect and ±100 for the full control effect; nearly all actives have a fitted effect of over 55% in size
#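 Human K18 P301L tau (15 uM unlabeled plus 0.24 uM Alexa 594-labeled, final) in 100 mM sodium acetate pH 7 was mixed with compound and 20 uM heparin and incubated 6 hr at 37 C.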
# SMN2 splice enh = increases expression of the SMN2 splice variant; 210,000 compounds, 2.8% hits; HEK293 SMN2-luciferase splicing reporter, luminescence, 30-36 h; Potency, µM (doses to about 46.1 µM), for the others: at the top dose activity change, positive = activation, most hits filed as activators; note: % of control where 0% means no effect; nearly all actives have a fitted effect of over 55% in size
#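 HEK293 cells carry an SMN2 minigene-luciferase reporter in which exon 7 inclusion puts luciferase in frame. Cells were seeded at 2000 cells/well, attached for 10-12 hours, then exposed to compounds for 30-36 hours at 37C before ONE-Glo luminescence.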
# KDM4E inh = inhibitors of human JMJD2E histone demethylase; Potency, µM (series often up to 57.1 µM), for the others: top-dose activity change, negative = inhibition, usual class: inhibitors; JMJD2E catalytic domain, FDH-coupled NADH fluorescence (FDH is formaldehyde dehydrogenase); 230,000 compounds, 1.6% hits; B2RXH2; AID 2147; active = well fitted inhibition curve with a large enough effect, not every such curve was filed as active; inconclusive = small, poorly fitted or top-dose-only effect, or another doubt; inactive = no such curve, though single readings can be large or run the other way;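 note: 0% = wells with enzyme and -100% = buffer wells without enzyme; nearly all actives have a fitted effect of over 50% in size; many of its hits are not listed in these tables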
# Target sequence (B2RXH2 1-337 limits assumed): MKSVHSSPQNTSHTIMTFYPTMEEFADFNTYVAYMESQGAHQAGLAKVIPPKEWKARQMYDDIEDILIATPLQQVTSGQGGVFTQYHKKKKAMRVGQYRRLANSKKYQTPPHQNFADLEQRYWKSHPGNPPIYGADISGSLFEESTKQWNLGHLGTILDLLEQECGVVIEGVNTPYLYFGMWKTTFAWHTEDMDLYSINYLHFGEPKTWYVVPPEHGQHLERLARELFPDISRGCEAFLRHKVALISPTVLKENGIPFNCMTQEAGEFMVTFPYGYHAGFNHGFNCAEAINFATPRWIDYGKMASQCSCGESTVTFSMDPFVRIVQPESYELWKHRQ
# HTT cytoprotect = protects HTT-Q103 PC12 cells, measured by ATP | PC12 HTT-Q103 induced, cytoprotection, ATP luminescence, 40 h | Potency, µM (doses to about 56.4 µM), for the others: cytoprotection (ATP increase), hits mostly activators | AID 1471 | 230,000 compounds, 0.14% hits;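 note: % of control where 0% means no effect; nearly all actives have a fitted effect of over 45% in size; toxic huntingtin expression switched on by the ecdysone agonist tebufenozide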
#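 PC12 cells stably carrying ecdysone-inducible Htt exon 1 (Q103)–GFP were induced with 100 nM tebufenozide (final) alongside library compounds in a dose series. Cytoprotection was scored as retained ATP by ATPlite luminescence.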
# ALDH1A1 block = blocks purified human ALDH1A1 activity | P00352 | AID 1030 | Potency, µM (top dose mostly 75.3 µM), without a hit: top-dose activity, negative = inhibition, most hits filed as inhibitors | Purified ALDH1A1, NADH fluorescence, propionaldehyde substrate | 220,000 compounds, 7.3% hits; active = well fitted inhibition curve with a large enough effect, not every such curve was filed as active; inconclusive = small, poorly fitted or top-dose-only effect, or another doubt; inactive = no such curve, though single readings can be large or run the other way;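 note: plate controls were no enzyme wells and a reference inhibitor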
# Target sequence (P00352 whole entry, looked up): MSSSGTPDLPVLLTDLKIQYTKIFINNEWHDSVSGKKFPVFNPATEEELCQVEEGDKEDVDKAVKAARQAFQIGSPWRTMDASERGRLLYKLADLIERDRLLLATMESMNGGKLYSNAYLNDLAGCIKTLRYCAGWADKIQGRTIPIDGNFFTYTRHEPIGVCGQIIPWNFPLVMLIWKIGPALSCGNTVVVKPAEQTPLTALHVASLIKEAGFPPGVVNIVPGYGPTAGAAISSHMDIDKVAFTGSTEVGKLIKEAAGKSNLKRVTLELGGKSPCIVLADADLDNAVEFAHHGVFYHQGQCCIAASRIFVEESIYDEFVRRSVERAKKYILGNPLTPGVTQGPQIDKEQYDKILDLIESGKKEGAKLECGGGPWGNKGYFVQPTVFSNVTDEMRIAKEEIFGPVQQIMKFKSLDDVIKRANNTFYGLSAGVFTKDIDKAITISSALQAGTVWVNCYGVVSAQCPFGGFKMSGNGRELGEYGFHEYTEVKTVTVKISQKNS
# Tau FP inhib = inhibitors of human tau fibril formation. K18 P301L tau heparin fibrillization, Alexa594 FP, 6 h. Potency, µM (doses to about 57.7 µM), inactives show at the top dose activity, negative = inhibition, most hits filed as inhibitors. 280,000 compounds, 0.39% hits; note: % is set by controls: 0 for no effect and ±100 for the full control effect; nearly all actives have a fitted effect of over 55% in size
# Target sequence (P10636 561-689 P618L limits assumed): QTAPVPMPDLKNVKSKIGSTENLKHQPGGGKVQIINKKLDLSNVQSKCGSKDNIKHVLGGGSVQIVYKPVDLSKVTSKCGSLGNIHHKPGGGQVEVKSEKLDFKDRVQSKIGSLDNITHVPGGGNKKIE
#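 Recombinant K18 P301L […], labeled with Alexa 594 at 0.24 uM over 15 uM unlabeled; heparin inducer 20 uM final; 37 C, 6 hr; FP endpoint.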
# HTT aggregate = inhibitors of mutant huntingtin aggregate formation in PC12 cells. PC12 HttQ103-GFP aggregates, Acumen cytometry, 40 h. Potency, µM (highest dose often 46.1 µM), inactives show at the highest dose activity change, negative = inhibition, usual class: inhibitors. 220,000 compounds, 1.1% hits. AID 1688; note: % is set by controls: 0 for no effect and ±100 for the full control effect; nearly all actives have a fitted effect of over 60% in size
#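 Quantitative HTS on tebufenozide-induced (100 nM) PC12 cells stably expressing polyQ103 Huntingtin exon 1–GFP. Reduction of bright GFP aggregates, detected by laser scanning cytometry after lysis, identified actives across the titration.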
# Tau fibril ThT = inhibitors of human tau fibril formation, thioflavin T binding; P10636; recombinant tau K18 P301L, heparin-induced fibrillization, ThT fluorescence; Potency, µM (doses to about 57.4 µM), inactives show top-dose activity, negative = inhibition, actives largely listed as inhibitors; 270,000 compounds, 2.1% hits; AID 1460; note: % is set by controls: 0 for no effect and ±100 for the full control effect; nearly all actives have a fitted effect of over 55% in size
#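 Fibril formation assay: tau K18 P301L at 15 uM with trace Alexa 594 label, heparin inducer 20 uM, pH 7 sodium acetate buffer, 37 C for 6 hr; endpoint ThT signal.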
# * = called active by the depositor; ? = inconclusive; . = no result given; & = joins results of further samples; [ ] = dose if it differs, or a comment. Unless noted, calls come from the whole dose curve; as a rule, active = well fitted curve in the direction sought with a large enough effect; inconclusive = small, poorly fitted or top-dose-only effect, or another doubt; inactive = no such curve, though single readings can be large; an effect the other way counts as inactive or inconclusive. Potency is the fitted concentration of half-maximal effect.
SMILES,Tau fluor cs,SMN2 splice enh,KDM4E inh,HTT cytoprotect,ALDH1A1 block,Tau FP inhib,HTT aggregate,Tau fibril ThT
COc1cc(O)c(C(=O)c2ccccc2)cc1S(=O)(=O)O,-2%,.,.,?,13µM*,?,5%,?
NC(N)=NCCCCCCCCCCN=C(N)N,5%&0%,-6%,12%,-62%&-2%[inhibitor],5%&6%,8%&-2%,.,11%&-1%
CCCCCCC(N)CC(=O)O (configuration not stated),1%,24%,-1%,-11%,5%,1%,-9%,2%
CCC(=NCCCn1ccnc1)c1c(O)n(Cc2ccccc2)c(=O)[nH]c1=O,-9%,-20%,?,-28%,?,-3%,5%,-9%
CN1CCN(C(=O)COc2ccc(-c3nc4ccccc4s3)cc2)CC1,-3%,4µM*,?,-98%[inhibitor],?,-5%,-11%,-1%
NS(=O)(=O)c1ccc(N=Nc2c(O)[nH]c(=S)[nH]c2=O)cc1,-13%,.,-7%,-29%[10 µM],.,-4%,13%[9.22 µM],5.6µM*
CNCCc1ccc(O)c(O)c1,-19%&-14%,-86%&7%[inhibitor],14µM*,-61%[inhibitor],?,-13%&-11%,.,?
CN[C@H](C)[C@H](O)c1ccccc1,-6%,.,-5%,.,.,-9%,.,-9%
COc1ccc(NC(=O)CN2C3CCC2CC(O)(c2cccnc2)C3)cc1OC (configuration not stated),-5%,0%,1%,-16%,6%,2%,-3%,-7%
CCN(CC)CCCN=Cc1c(O)n(CCc2ccc(OC)c(OC)c2)c(=O)[nH]c1=O,3%,-16%,-6%,-1%,22%,5%,10%,-2%
CN1C(=O)CN=C(c2ccc(Cl)cc2)c2cc(Cl)ccc21,-15%,-25%,6%,.,-4%,5%,.,-12%
COc1ccc(CN2C(=O)NC(=O)/C(=C\c3cccc(OC)c3OC)C2=O)cc1,-14%,20%,-9%,-6%,?,-2%,7%,?
O=C(Cn1cc(C(=O)c2ccccc2)c2ccccc21)Nc1ccc(Br)cc1,?,-13%,.,.,.,-4%,.,-1%
CCOC(=O)c1cc(CC)sc1/N=C/C1C(=O)NC(=S)NC1=O,-12%,-10%,-15%,-5%,-13%,-10%,7%,?
O=S1(=O)CC2(N3CCOCC3)CCCCCCC21 (configuration not stated),-16%,-22%,5%,-24%,12%,-4%,-9%,-22%
Cn1nnc(CC[N+](C)(C)C)n1,6%,.,6%,18%[10 µM],.,-1%,8%[9.22 µM],10%
Cc1ccccc1-n1c(O)c(/C=N/NC(=O)c2ccccc2O)c(=O)[nH]c1=S,-14%,.,?,14%[10 µM],.,?,6%[9.22 µM],?
N=C1c2ccccc2CN1CC(=O)c1ccccc1,-7%,11µM*,?,2%[1.9 µM],3%,3%,3%,?
Clc1ccc(C2CC3CCC2N3)cn1 (configuration not stated),-7%&2%&1%,-1%&8%,.,-43%&-24%&-8%,-10%,3%&-1%&-2%,.,-4%&5%&6%
CCOC(=O)c1ccc(N2C(=O)c3n[nH]c(-c4cccs4)c3C2c2ccc(OC)cc2OC)cc1 (configuration not stated),-25%,4%,.,.,.,?,.,1%
Cc1ccc(-n2sc3ccccc3c2=O)cc1,-21%,?,28µM*,?,10µM*,?,6%,32µM*
CCc1ccccc1NC(=O)CNC1CCCCC1,2%,-19%,5%,-12%[10 µM],1%,1%,2%[9.22 µM],2%
CC12CN3CC(C)(CN(C1)C3c1cccs1)C2 (configuration not stated),-6%,-15%,-3%,-16%[0.074 µM],5%,3%,-10%,-9%
NP(N)(=O)NC(=O)c1ccc(F)cc1,-8%,.,-17%,-21%,-5%,-3%,19%,-10%
CCCN1CC[C@@H]2c3cc(O)ccc3CC[C@@H]21,-23%,6%,6%,.,7%,5%,.,-15%
CCCCn1c(O)c(C(C)=NCCc2c[nH]c3ccccc23)c(=O)[nH]c1=O,-27%,.,1%,-5%[10 µM],.,2%,3%[9.22 µM],-12%
CN1CCN(c2c(N)c(=O)oc3ccccc23)CC1,-12%,18%,6%,-1%[10 µM],4%,-1%,0%,-5%
CC(C)CCC1(CCc2ccncc2)C(=O)NC(=O)NC1=O,-1%,-10%,1%,-11%[1.9 µM],1%,-6%,-7%,-8%
Fc1ccc2c(c1)nnn2C1CCN(Cc2ccccc2)CC1,-13%,10%,6%,-2%,?,-17%,9%,-3%
Cc1ccc(S(=O)(=O)N2CCC(C(=O)N3CCC4(CC3)OCCO4)CC2)cc1,1%,-8%,9%,-2%,3%,3%,-2%,3%
C=CCN1CC[C@@]2(C)c3cc(O)ccc3CC1[C@@H]2C,-4%&2%,5%,-7%&2%,-5%[10 µM],-5%,-10%&-10%,11%[9.22 µM],-5%&0%
CC1(C)CN=C(Nc2ccccc2C(F)(F)F)S1,-5%,-15%,-1%,-17%,-9%,7%,15%,1%
COP(=O)(OC)c1nc(-c2ccccc2)oc1NCc1ccccc1,-5%,7%,?,-6%[10 µM],?,3%,-9%,-2%
CCN(CC)c1ccc(C2C(C(N)=O)=C(C)Nc3nc(SCc4ccccc4)nn32)cc1 (configuration not stated),?,7%,.,.,.,0%,.,-18%
O=C1NC(=O)C(=Cc2ccc(-c3cc(Cl)ccc3[N+](=O)[O-])o2)C(=O)N1,-26%,-7%,-29%,-20%,22µM*,-4%,9%,7.9µM*
COC(=O)C(O)(c1ccc(NC(=O)c2ccccc2)cc1)C(F)(F)F (configuration not stated),-17%,.,1%,-2%[10 µM],.,-7%,19%[9.22 µM],-6%
CN1C(=O)/C(=C\c2ccc(N3CCCCCC3)cc2)C(=O)NC1=S,-14%,.,-21%,2%[10 µM],0.071µM*,1%,-6%[9.22 µM],?
Cc1ccnc(-n2c(C)cc(C=C3C(=O)N(C)C(=S)N(C)C3=O)c2C)c1,-19%,-3%,-28%,9%,?,-5%,12%,?
Clc1ccccc1C1NCc2ccccc2-n2cccc21 (configuration not stated),-17%,.,5%,-29%,2%,-13%,-2%,-6%
O=C1CN=C(c2ccccc2)c2oc3ccc(Br)cc3c2N1,-20%,-24%,-1%,-13%[10 µM],-13%,-1%,10%,?
COc1ccc(N=C(C)c2c(O)n(C3CCCCC3)c(=O)[nH]c2=O)c(OC)c1,-5%,-3%,8%,-25%[0.074 µM],-16%,1%,14%,-9%
Brc1ccc2[nH]cc(/C=N/N3CCCCC3)c2c1,11µM*[quencher],-11%,-15%,5%[10 µM],-10%,16%,6%,?
Cc1cc(NC(=O)COC(=O)c2c(C)nn(Cc3ccccc3)c2C)no1,-12%,-15%,11%,12%,5%,-2%,9%[9.22 µM],-6%
COc1ccccc1N1C(=O)NC(=O)C(CCc2ccncc2)(CCc2ccncc2)C1=O,-3%,18%,20%,-15%,12%,3%,-9%,-4%
CCCCCCCCC(=O)NCc1ccc(O)c(OC)c1,-11%&-21%,-29%&8%,-2%&-9%,-28%,-3%,-5%&2%,7%,0%&-12%
COc1ccc(S(=O)(=O)NC(CC(=O)N2CCC3(CC2)OCCO3)c2ccco2)cc1 (configuration not stated),15%,-13%,-4%,-14%,-8%,8%,-7%,8%
CN(C)C(=O)Oc1cccc(-c2cn3cc(Cl)ccc3n2)c1,-4%,11µM*,?,-32%[10 µM],?,1%,-11%,-7%
Cc1ccccc1-n1c(O)c(/C=N/N2CCOCC2)c(=O)[nH]c1=S,-4%,0%,3%,.,?,4%,15%,1%
O=C(CNC(=O)c1ccc(Cl)cc1)OCC(=O)c1ccc2c(c1)OCCO2,-16%,11%,1%,3%,?,-3%,-1%,-18%
COC(=O)C1=C(C)N(Cc2ccco2)C(=O)/C1=C\c1ccc(N(C)C)cc1,4%,-10%,-1%,-5%[0.074 µM],?,-7%,3%,7%

# Gathered by group: the compounds so far containing a CF3 group (2)
SMILES,Tau fluor cs,SMN2 splice enh,KDM4E inh,HTT cytoprotect,ALDH1A1 block,Tau FP inhib,HTT aggregate,Tau fibril ThT
CC1(C)CN=C(Nc2ccccc2C(F)(F)F)S1,-5%,-15%,-1%,-17%,-9%,7%,15%,1%
COC(=O)C(O)(c1ccc(NC(=O)c2ccccc2)cc1)C(F)(F)F (configuration not stated),-17%,.,1%,-2%[10 µM],.,-7%,19%[9.22 µM],-6%

# Structures above that contain bromine, in the order listed:
SMILES,Tau fluor cs,SMN2 splice enh,KDM4E inh,HTT cytoprotect,ALDH1A1 block,Tau FP inhib,HTT aggregate,Tau fibril ThT
O=C(Cn1cc(C(=O)c2ccccc2)c2ccccc21)Nc1ccc(Br)cc1,?,-13%,.,.,.,-4%,.,-1%
O=C1CN=C(c2ccccc2)c2oc3ccc(Br)cc3c2N1,-20%,-24%,-1%,-13%[10 µM],-13%,-1%,10%,?
Brc1ccc2[nH]cc(/C=N/N3CCCCC3)c2c1,11µM*[quencher],-11%,-15%,5%[10 µM],-10%,16%,6%,?

# The list goes on:
SMILES,Tau fluor cs,SMN2 splice enh,KDM4E inh,HTT cytoprotect,ALDH1A1 block,Tau FP inhib,HTT aggregate,Tau fibril ThT
CCc1nc(N2CCNCC2)c(C#N)c2c1CSC(C)(C)C2,8%,.,?,-7%,?,2%,16%,0%
CCCCC(=O)N/N=C/c1c(O)n(C2CC2)c(=S)[nH]c1=O,-9%,12%,?,.,-11%,6%,-4%,?
O=c1c2ccccc2nc(-c2ccc(-c3ccccc3)cc2)n1-c1ccncc1,-17%,-20%,3%,16%[10 µM],0%,-2%,15%,?
COCCNCCOc1ccc(C(C)(C)c2ccccc2)cc1,7%,10%,0%,-7%[10 µM],-1%,5%,0%,5%
CC(=NCCN1CCOCC1)c1c(O)n(Cc2ccccc2)c(=O)[nH]c1=O,-3%,-3%,?,-16%,?,-7%,17%,-6%
CCN1c2nc3ccccn3c(=O)c2CC2(C(=O)N(C)C(=O)N(C)C2=O)C1C (configuration not stated),5%,-3%,?,6%[0.074 µM],-2%,6%,-10%,0%
COc1ccc(OCC#CCN2CCCCCC2)cc1,-9%,0%,?,.,22µM*,-1%,-8%,-9%
COC1=C[C@]23CCCN2CCc2cc4c(cc2[C@@H]3[C@@H]1O)OCO4,-3%,12%,-14%,-9%,-1%,-5%,.,1%

# These rows are one share of the data, so the mix of outcomes need not match the whole.
